Mtb UGM inh: blocks M. tuberculosis UGM enzyme; AID 504406; purified UGM, fluorescence polarization probe displacement; inhibition, % at 10 µM; hit rate 0.06% among 320,000; P9WIQ1; in the data active means inhibition above about 10%, passing the limit was not always enough; inconclusive means no clear call, values can overlap the other calls
Target sequence (P9WIQ1 whole entry, looked up): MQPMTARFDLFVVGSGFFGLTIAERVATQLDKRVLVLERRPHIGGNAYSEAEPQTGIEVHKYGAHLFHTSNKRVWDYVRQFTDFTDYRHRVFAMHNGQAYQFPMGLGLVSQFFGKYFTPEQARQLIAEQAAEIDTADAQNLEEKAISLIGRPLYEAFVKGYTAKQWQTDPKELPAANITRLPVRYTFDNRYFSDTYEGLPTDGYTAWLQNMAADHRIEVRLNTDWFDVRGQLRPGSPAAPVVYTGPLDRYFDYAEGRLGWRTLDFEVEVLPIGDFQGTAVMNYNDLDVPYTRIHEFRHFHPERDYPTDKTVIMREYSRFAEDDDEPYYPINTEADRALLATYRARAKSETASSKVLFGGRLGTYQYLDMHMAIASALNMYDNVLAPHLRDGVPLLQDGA
BoNT F protease: inhibitors of Botulinum neurotoxin F light chain protease | Multiplex microsphere protease cleavage assay, flow cytometry | inhibition, % at 10 µM | hit rate 0.22% among 360,000 | AID 588497; in the data active means inhibition above about 35%, passing the limit was not always enough; inconclusive means no clear call, values can overlap the other calls; further: plate controls were buffer without enzyme for full effect and enzyme alone for no effect
GDH-TPI counter: GDH-TPI coupled enzyme inhibition counter-screen; GDH-TPI coupled enzyme counterscreen, NADH absorbance; inhibition, % at 4.8 µM; hit rate 1.2% among 360,000; in the data active means inhibition above about 30%;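 further: 0% = DMSO wells and 100% = wells lacking the enzyme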
PrPC surface inh: cell surface PrPC inhibition, primary TR-FRET screen; TR-FRET read-out; inhibition, % at 13.8 µM; hit rate 0.43% among 370,000; in the data active means inhibition above about 24%; further: 0% = median of the test wells and 100% = reference compound wells
Rv3671c protease: Rv3671c (M. tuberculosis) protease inhibition; inhibition, % at 5.96 µM; AID 2606; hit rate 0.048% among 320,000; P9WHR9; in the data active means inhibition above about 38%;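 further: extracellular domain of Rv3671c used as enzyme; 0% = enzyme with DMSO and 100% = no enzyme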
Target sequence (P9WHR9 whole entry, looked up, the tested form may be a part): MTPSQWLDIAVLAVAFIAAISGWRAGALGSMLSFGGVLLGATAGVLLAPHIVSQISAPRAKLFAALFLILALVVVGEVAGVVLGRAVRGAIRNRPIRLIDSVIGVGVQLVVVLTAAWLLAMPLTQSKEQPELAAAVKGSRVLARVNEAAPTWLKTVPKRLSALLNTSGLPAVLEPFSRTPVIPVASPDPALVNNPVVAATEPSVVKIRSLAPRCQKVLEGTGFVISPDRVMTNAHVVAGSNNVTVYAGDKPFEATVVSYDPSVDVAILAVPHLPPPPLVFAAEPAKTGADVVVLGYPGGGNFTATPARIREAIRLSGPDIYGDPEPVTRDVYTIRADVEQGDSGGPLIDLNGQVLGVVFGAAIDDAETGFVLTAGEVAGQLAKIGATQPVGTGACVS
FBA Mtb inh: inhibitors of M. tuberculosis fructose-bisphosphate aldolase; hit rate 2.3% among 360,000; purified M. tuberculosis FBA, fluorescence read-out; AID 588726; P9WQA3; inhibition, % at 1 µM; in the data active means inhibition above about 27%;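 further: 0% = vehicle and 100% = reference inhibitor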
Mtb BioA inh: inhibitors of Mycobacterium tuberculosis BioA enzyme. AID 602481. hit rate 0.096% among 360,000. purified M. tuberculosis BioA enzyme, plate reader. inhibition, % at 9.99 µM; in the data active means inhibition above about 40%; inconclusive means no clear call, values can overlap the other calls
FadD28 FP inh: M. tuberculosis FadD28 bisubstrate binding inhibition; hit rate 0.22% among 360,000; inhibition, % at 12.5 µM; FadD28 bisubstrate probe binding, fluorescence polarization; AID 588549; in the data active means inhibition above about 8.5%, passing the limit was not always enough; inconclusive means no clear call, values can overlap the other calls
MazF activator: MazEF (E. coli) toxin RNase activation; FAM/BHQ RNA-DNA oligo cleavage fluorescence, 5 h; hit rate 0.32% among 350,000; AID 504720; activation, % at 20 µM; P0AE70; in the data active means activation above about 50%
Target sequence (P0AE70 whole entry, looked up): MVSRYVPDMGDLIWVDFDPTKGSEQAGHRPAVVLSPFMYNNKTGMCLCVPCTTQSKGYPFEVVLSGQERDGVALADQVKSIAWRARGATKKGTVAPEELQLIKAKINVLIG
Numbers without * were called inactive; ? = inconclusive; . = not tested or not shown. Outcome played no part in choosing rows; overall some 4.8% were active at least once.

SMILES	Mtb UGM inh	BoNT F protease	GDH-TPI counter	PrPC surface inh	Rv3671c protease	FBA Mtb inh	Mtb BioA inh	FadD28 FP inh	MazF activator
COc1ccc(C(=O)Nc2ccccc2C(=O)NCc2cccnc2)cc1	-0.2	-2	-1	-1	-3	-1	1.7	-6.4	-3
CS(=O)(=O)N1CCC(C(=O)c2cccc(Cl)c2)CC1	-0.2	2	15	-3	0	2	.	-1.0	6
CCn1c(=O)n(CC)c2cc(N3CCCC3)c(NC(=O)c3cc(Br)ccc3OC)cc21	-4.2	.	.	5	-8	.	.	.	-12
C=CCOc1cccn2c(N(C=O)Cc3ccccc3)c(CC)nc12	.	5	3	11	.	1	-1.0	-0.4	.
CCOC(=O)CSc1ccc2ccccc2n1	-0.8	0	2	28*	1	4	.	0.0	-10
COc1ccc(C2C(C#N)=C(N)Oc3cc(O)ccc32)cc1Cl (stereo not given)	-0.6	35*	-1	0	-3	-4	11	-10	14
O=S(=O)(Nc1ncnc2sc3c(c12)CCC3)c1ccc2ccccc2c1	3.2	3	14	7	7	6	1.3	3.1	-17
COc1ccc(CNc2cc(NCCCO)c([N+](=O)[O-])c3nonc23)cc1	2.1	-3	26	-23	-7	2	.	-4.9	-3
CC1CC(OC(=O)C2CCN(S(=O)(=O)c3ccc(F)cc3)CC2)C(=O)O1 (stereo not given)	.	18	-3	4	.	-3	0.7	-2.5	6
CCc1ccc(Oc2nc([N+](=O)[O-])nn2C)cc1	1.8	1	5	-17	3	3	.	-1.5	-3
CS(=O)(=O)N(Cc1ccco1)CC(O)Cn1cc(C=O)c2ccccc21 (stereo not given)	-2.6	7	-2	4	11	-5	2.2	-3.5	-12
CCc1ccc[n+](-c2[nH]c(=O)sc2/C=N/N=C(\[O-])CCn2c3ccccc3c3ccccc32)c1	0.2	?	30	-23	2	-7	-1.4	-3.5	-4
CC1CCc2c(sc(NC(=O)c3ccccc3C(=O)O)c2C#N)C1 (stereo not given)	-0.8	-7	4	10	4	0	.	0.0	2
COCCN(CC(=O)Nc1ccccc1)S(=O)(=O)c1ccc(S(=O)(=O)N2CCCC2)cc1	4.1	-22	7	10	3	1	-1.4	0.6	-5
CCCC[C@@H]1C=C(C(=O)O)[C@H](c2ccc(Cl)cc2)N1S(=O)(=O)c1ccc(C)cc1	0.5	-3	7	-2	14	0	1.5	-2.6	-2
CCOc1ccc(NC(=O)Cc2ccc(NC3=NC4CS(=O)(=O)CC4S3)cc2)cc1 (stereo not given)	-0.3	-3	7	3	1	2	-1.6	0.5	-3
CC(C)(C)n1nnnc1C(c1cccc(C#N)c1)N1CCN2CCCC2C1 (stereo not given)	-0.3	-8	12	-7	0	3	-0.9	-0.7	2
C1CCC(n2nnnc2CN2CCN(C3CCCC3)CC2)CC1	.	-4	2	3	7	-1	1.1	0.1	1
Cc1cc(C(F)F)n2nc(C(=O)Nc3ccc(S(=O)(=O)N4CCCC4)cc3)nc2n1	1.5	-11	10	-2	-10	1	-2.2	1.5	-9
COc1cc2cc(CCOC(=O)c3ccc(F)cc3)oc(=O)c2cc1OC	1.8	-1	7	-6	-8	2	-0.6	-0.2	4
COc1cccc(C(=O)N2CCN(Cc3ccco3)CC2)c1OC	3.7	0	14	1	5	4	-1.3	-1.5	4
O=C(O)C1(Nc2ccc([N+](=O)[O-])cc2[N+](=O)[O-])CCCC1	.	-2	26	-15	.	-7	.	-3.1	7
Cc1cc(C(=O)CCl)c(C)n1CCc1ccc(F)cc1	-3.8	-8	-6	3	0	5	-0.7	-5.6	-1
CC(=O)Nc1nonc1-c1nc2ccccc2n1Cc1ccccc1	0.6	14	4	0	-13	2	-1.9	-4.6	1
COC(=O)c1ccccc1NC(=O)N1CCN(c2ccccc2)CC1	-1.0	-3	3	1	6	0	.	-0.9	3

5 compounds from above, limited to Rv3671c protease, BoNT F protease and FadD28 FP inh.
SMILES	Rv3671c protease	BoNT F protease	FadD28 FP inh
CC1CC(OC(=O)C2CCN(S(=O)(=O)c3ccc(F)cc3)CC2)C(=O)O1 (stereo not given)	.	18	-2.5
CCc1ccc(Oc2nc([N+](=O)[O-])nn2C)cc1	3	1	-1.5
CS(=O)(=O)N(Cc1ccco1)CC(O)Cn1cc(C=O)c2ccccc21 (stereo not given)	11	7	-3.5
CCc1ccc[n+](-c2[nH]c(=O)sc2/C=N/N=C(\[O-])CCn2c3ccccc3c3ccccc32)c1	2	?	-3.5
CC1CCc2c(sc(NC(=O)c3ccccc3C(=O)O)c2C#N)C1 (stereo not given)	4	-7	0.0

The listing continues.
SMILES	Mtb UGM inh	BoNT F protease	GDH-TPI counter	PrPC surface inh	Rv3671c protease	FBA Mtb inh	Mtb BioA inh	FadD28 FP inh	MazF activator
CC(C)c1ccc(NC(=O)N2CCN(S(=O)(=O)c3ccccc3)CC2)cc1	1.3	2	1	13	6	-2	.	-4.4	2
COCC(=O)N(Cc1cc2ccccc2[nH]c1=O)c1ccccc1OC	4.0	4	-4	-1	1	2	0.9	-1.1	1
COc1ccc(C(=O)CSc2cc(C)nc(SCC(=O)c3ccc(C)cc3)n2)cc1	-1.6	-7	0	2	-6	0	-1.0	-3.0	18
c1ccc(-c2cc3cc4c(cc3cn2)OCO4)cc1	0.0	-2	-7	0	0	3	-0.6	-3.8	2
CCOc1ccc2[nH]c(=O)c(CN(CCCN3CCOCC3)C(=O)Nc3ccc(F)cc3)cc2c1	.	0	-9	3	.	2	-1.2	-0.5	8
Cn1c(=O)c2ncn(CC(=O)NCCOc3ccc(C(C)(C)C)cc3)c2n(C)c1=O	.	2	-9	5	.	10	0.8	0.6	-2
CC(C)N(Cc1nccn1C)C(=O)c1cc(COc2cccc(C(F)(F)F)c2)on1	-1.9	-2	12	-3	-3	2	-0.5	-0.7	3
CCOC(=O)C1=C(C)N=c2s/c(=C/c3cccc([N+](=O)[O-])c3O)c(=O)n2C1c1ccc(OC)cc1OC (stereo not given)	-1.4	-16	14	5	1	3	8.2	4.8	-6
O=C(Cn1nc(-c2ccc(Cl)cc2)ccc1=O)NCCCN1CCN(Cc2ccccc2)CC1	-0.5	-1	2	-9	2	0	0.8	-3.0	0
CCc1ccc(CCC(=O)Nc2sc(C)c(C)c2C(=O)OC)o1	-1.3	-3	-4	-2	-2	0	0.5	-3.5	-11
OCCN1CCN(CC#CCC(c2ccccc2)c2ccccc2)CC1	1.0	-7	7	4	5	-1	-0.2	-1.7	7
CCc1ccc(-c2nc(C)c(CCO)c(=O)[nH]2)cc1	2.0	2	1	6	7	2	.	-2.6	7
Cc1ccc(C(=O)CC2(O)C(=O)N(CN3CCOCC3)c3ccccc32)cc1 (stereo not given)	0.1	5	10	5	0	12	0.6	1.3	1
CN(C)CCN1C(=O)c2oc3ccc(F)cc3c(=O)c2C1c1ccncc1 (stereo not given)	-4.2	4	9	-5	-7	9	0.2	-0.6	5
COc1ccccc1NS(=O)(=O)c1ccc(O)c(C(N)=O)c1	-0.1	-4	8	3	3	8	-1.8	1.7	1
O=C(NC(=S)NCC1CCCO1)c1ccc(Br)o1 (stereo not given)	-1.2	0	-3	-2	0	-5	.	-0.6	1
COCCOC(=O)C1=C(C)NC(=O)NC1c1ccco1 (stereo not given)	6.2	-13	0	-1	0	3	-1.9	-1.7	4
CC(=O)c1c(C)n(C2CCCCC2)c2ccc(O)cc12	0.9	-8	7	9	-1	-1	.	0.1	7
Cc1ccccc1N/C=C/C(=C(C#N)C#N)N(C)C	-2.8	2	2	0	2	-4	5.6	-2.9	1
Cc1cccc(OC(C)C(=O)N2CCCN(C)CC2)c1C (stereo not given)	0.0	-8	-7	.	8	2	1.9	-2.3	-4
COc1ccc2oc(=N)c(C(=O)Nc3ccc(Br)cc3)cc2c1	0.8	?	7	-1	-3	3	-1.4	-2.2	-7
CCOC(=O)[C@H]1[C@H]2COc3ccc(OC)cc3[C@@H]2N2C(=O)c3ccccc3NC(=O)[C@@]12C	3.0	-2	14	4	-22	4	-3.8	-3.7	0
Cc1ccc(Oc2ccc(Cl)cc2NC(=O)c2ccc(F)cc2F)cc1	1.6	1	7	-8	-2	5	-1.6	-0.3	-9
CCC(=O)N1CCCN(S(=O)(=O)c2ccc(C)cc2)C1c1ccc(OC)cc1 (stereo not given)	0.4	-7	5	-3	0	1	-0.8	0.5	3
Cc1cccc(-c2nsc(SCC(=O)Nc3ccc4c(c3)OCO4)n2)c1	-0.7	-3	-11	13	-8	-1	.	-3.2	-6

2 entries from above, with values under each structure.
Each structure is followed by: Mtb UGM inh	BoNT F protease	GDH-TPI counter	PrPC surface inh	Rv3671c protease	FBA Mtb inh	Mtb BioA inh	FadD28 FP inh	MazF activator
- CC(C)c1ccc(NC(=O)N2CCN(S(=O)(=O)c3ccccc3)CC2)cc1
 : 1.3	2	1	13	6	-2	.	-4.4	2
- COCC(=O)N(Cc1cc2ccccc2[nH]c1=O)c1ccccc1OC
 : 4.0	4	-4	-1	1	2	0.9	-1.1	1

(listing goes on)
SMILES	Mtb UGM inh	BoNT F protease	GDH-TPI counter	PrPC surface inh	Rv3671c protease	FBA Mtb inh	Mtb BioA inh	FadD28 FP inh	MazF activator
Cc1nn(-c2ccccc2)c2sc(C(=O)N3CCCCC3)cc12	-0.1	38*	1	.	1	4	2.3	-4.2	-14
Cc1ccccc1Nc1nc(N)nc(CSc2nncn2C)n1	-2.6	-6	15	-2	8	-1	-0.2	-3.2	14
Cc1ccc(-n2c(N)c(Br)c(=O)[nH]c2=O)cc1C	0.1	-8	1	-8	9	3	-0.1	-2.0	16
COc1ccc(NC(=O)c2cccnc2N2CCCC2)cc1	0.2	13	9	0	-9	0	-1.3	-1.1	-4
CCN1C(=O)N(C)[C@@H](c2ccccc2)C(C(=O)OC)=C1C	1.1	1	-3	-5	6	-1	1.7	-2.3	5
CCN1C(=O)[C@H]2[C@@H](c3ccc(C(F)(F)F)cc3)N[C@]3(CCCN(Cc4ccco4)C3=O)[C@H]2C1=O	.	-6	8	6	.	-1	-0.5	-2.3	-20
O=C(NC1CCCC1)C(c1cc2c(cc1[N+](=O)[O-])OCO2)N1CCCC1 (stereo not given)	2.7	-1	11	1	0	4	.	1.5	-6
COc1ccc(N/C=C\C(=O)c2ccc(C)cc2)cc1OC	-1.0	-1	4	4	2	-7	.	-2.8	255*
CCCCN(C(=O)CSc1n[nH]c(-c2ccc(C)cc2)n1)c1c(N)n(CCCC)c(=O)[nH]c1=O	-1.6	2	2	-2	2	1	0.6	-0.7	2
COc1ccc(S(=O)(=O)N2CCCCCC2)cc1N(C)S(=O)(=O)c1ccccc1	4.1	-4	10	5	16	-3	.	1.2	2
COc1cc(OC)c(OC)cc1/C=N/NC(=O)c1cc(-c2cccn2C)n[nH]1	-1.1	-9	38*	-2	8	4	.	-2.8	15
COc1ccc(-c2ccc3c(c2)C2CC3CCN2CCC#N)cc1 (stereo not given)	.	-4	9	-10	.	5	1.1	-1.5	-1
Cc1ccc(N(CC(=O)NCc2ccccc2)S(=O)(=O)c2c(C)noc2C)cc1	1.5	5	2	10	-5	2	-0.2	0.1	5
COc1ccccc1NC(=O)COC(=O)CCC1CCCC1	3.0	4	13	4	0	4	-0.8	-2.6	-2
Cc1cccnc1NC(=O)C1CCN(S(=O)(=O)c2c(C)noc2/C=C/c2ccco2)CC1	1.2	-1	30	5	14	-6	-2.4	-4.0	-5
Cc1c(NS(=O)(=O)c2cc(Br)cc3c2N(C(=O)C2CC2)CC3)c(=O)n(-c2ccccc2)n1C	-1.0	-6	-8	.	5	3	.	-3.7	1
Cc1cc(-c2nc3ccccc3c(=O)o2)ccc1[N+](=O)[O-]	0.7	-11	11	-4	-10	0	-1.6	0.7	11
CC1(C)CC(=O)c2c(n(-c3cccc4ccccc34)ccc2=O)C1	-4.3	-2	0	1	1	3	4.5	-0.6	2
COc1ccc(NC(=O)Nc2c(O)ccc3ccccc23)cc1	3.3	1	15	-2	-12	9	.	?	13
CN1CCN(c2nc3ccccc3nc2C(C#N)C(=O)OC2CCCCC2)CC1 (stereo not given)	-1.4	5	16	-10	3	-4	0.7	-1.3	-1
CN1C(=O)C(CC(=O)Nc2ccc(F)cc2)N(Cc2ccco2)C1=S (stereo not given)	3.2	-7	-4	3	-16	1	.	-4.7	-2
Cc1nn(CC(=O)c2ccccc2Cl)c(C)c1[N+](=O)[O-]	0.4	0	5	5	-2	4	.	-4.4	28
CCOc1ccc(N(CC(=O)Nc2cc(Cl)ccc2C)S(C)(=O)=O)cc1	4.1	?	0	3	-1	1	-0.6	-5.0	3
